# Screening data deposited in PubChem by Sanford-Burnham Center for Chemical Genomics.
# ER stress surv: ER stress cell death inhibition | relative survival (cellular ATP), % at 15 µg/mL (by protocol) | CSM14.1 thapsigargin ER stress survival, ATP luminescence | actives 0.33% (n = 48,000);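 active = survival measured by cellular ATP above 50% at 15 µg/ml in the first screen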;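 also: cell death triggered by about 15 µM thapsigargin; ATP read 24 h after thapsigargin was added; plate controls were thapsigargin with DMSO for no effect and DMSO without thapsigargin for full effect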
# Starred values were filed as active, the others as inactive. Some of the compounds tested; the hit share may differ from the screen's.
[1] O=C(Nc1ccccn1)c1ccc(CN(c2ccccc2)S(=O)(=O)c2ccccc2)cc1
  ER stress surv = 2
[2] Cc1ccc(S(=O)(=O)N(CC(=O)Nc2ccccc2F)c2cccc(Br)c2)cc1
  ER stress surv = -1
[3] C/C(=N\NC(=O)c1ccccc1O)c1ccncc1
  ER stress surv = 5
[4] CC1CCN(c2cccc3c2C(=O)c2ccccc2C3=O)CC1
  ER stress surv = 3
[5] O=C1CC(c2ccc(Cl)cc2)CC2=C1C(c1cc3c(cc1Br)OCO3)Nc1ccccc1N2 (stereo not drawn)
  ER stress surv = 2
[6] COc1ccc(/C=N/N2C(=O)CSC2=S)cc1
  ER stress surv = 7
[7] CC(/C=C1\SC(=S)N(c2cccc(C(F)(F)F)c2)C1=O)=C\c1ccccc1
  ER stress surv = 7
[8] CC(=O)CC(=O)Nc1ccc(Nc2ccccc2)cc1
  ER stress surv = -1
[9] CS(=O)(=O)c1ccc2nc(NC(=O)c3cccc(Br)c3)sc2c1
  ER stress surv = 8
[10] CCOC(=O)C(=CNc1ccc(C(C)C)cc1)C(=O)OCC
  ER stress surv = -9

# Nos. 3 to 5, quoted:
[3] C/C(=N\NC(=O)c1ccccc1O)c1ccncc1
  ER stress surv = 5
[4] CC1CCN(c2cccc3c2C(=O)c2ccccc2C3=O)CC1
  ER stress surv = 3
[5] O=C1CC(c2ccc(Cl)cc2)CC2=C1C(c1cc3c(cc1Br)OCO3)Nc1ccccc1N2 (stereo not drawn)
  ER stress surv = 2

# Next part.
[11] CCCOc1ccc(C(=S)N2CCN(c3cccc(C)c3)CC2)cc1
  ER stress surv = 2
[12] O=C(c1cccc([N+](=O)[O-])c1)c1ccc2c(c1)C(=O)N(N1C(=O)c3ccccc3C1=O)C2=O
  ER stress surv = 8
[13] CC(C)C(NS(=O)(=O)c1ccccc1[N+](=O)[O-])C(=O)Nc1cccc2ccccc12 (stereo not drawn)
  ER stress surv = -2
[14] O=C(Nc1sc2c(c1C(=O)O)CCCCC2)c1ccco1
  ER stress surv = -16
[15] CN(C)c1ccc(NC(=O)c2ccc(Cl)cc2)cc1
  ER stress surv = 0
[16] CCOC(=O)c1c(NC(=S)Nc2ccc(OC)cc2)sc2c1CCC2
  ER stress surv = 2
[17] COc1ccc(C(=O)NCc2ccncc2)cc1[N+](=O)[O-]
  ER stress surv = 0
[18] C=CCN(c1ccc(C(=O)O)cc1)S(=O)(=O)/C=C/c1ccccc1
  ER stress surv = 4
[19] Cc1ccc(C2C3=C(CC(C)(C)CC3=O)OC3=C2C(=O)CC(C)(C)C3)o1
  ER stress surv = 0
[20] CC1=C(C(=O)OC2CCCCC2)C(c2cccnc2)C2=C(CCCC2=O)N1 (stereo not drawn)
  ER stress surv = -1

# Quoted from the listing.
# ER stress surv result of no. 17 stands at 0
# ER stress surv result of no. 12 stands at 8
# ER stress surv result of no. 5 stands at 2
# ER stress surv result of no. 9 stands at 8
# ER stress surv result of no. 15 stands at 0
# ER stress surv result of no. 18 stands at 4
# ER stress surv result of no. 14 stands at -16

# The listing continues.
item | structure | ER stress surv
21 | COc1ccccc1-c1c(C#N)c(N)c(C#N)c2c1CCCC2 | 4
22 | COC(=O)c1cccc(OC)c1[N+](=O)[O-] | 13
23 | COc1ccc(C2/C(=C(/O)c3ccc(C)cc3)C(=O)C(=O)N2CCCCCC(=O)O)cc1OC (stereo not drawn) | 10
24 | Cc1ccc(S(=O)(=O)N(CC(=O)Nc2ccc(F)cc2)Cc2ccccc2)cc1 | 11
25 | CN(C)c1ccc(C(=O)NCc2ccccn2)cc1 | 5
26 | COC(=O)c1ccc(C(=O)OC)c(NC(=O)/C=C/c2ccc(Cl)cc2)c1 | 13
27 | COC(=O)C1=CN(Cc2ccc(OC)cc2)C=C(C(=O)OC)C1c1ccsc1 | 16
28 | COCCCNC(=O)c1ccccc1C | 1
29 | O=C(NCC1CCCO1)/C(=C/c1ccc(-c2ccccc2Cl)o1)NC(=O)c1ccccc1 (stereo not drawn) | 87*
30 | CC1(C)CC(=O)c2cc(-c3ccccc3)n(-c3ccccc3)c2C1 | 9
31 | Cc1cc(Br)ccc1S(=O)(=O)NCc1ccccc1 | -2
32 | COc1ccc(CC(=O)Nc2ccc(C(C)=O)cc2)cc1OC | 3
33 | CN1c2ccccc2C(C)(C)C12C=Cc1cc(C=O)ccc1O2 (stereo not drawn) | -7
34 | CCCCOC(C)n1cc(F)c(=O)[nH]c1=O (stereo not drawn) | 4
35 | COc1ccc(C(=O)Nc2sc3c(c2C(=O)Nc2cccc4ccccc24)CCCC3)cc1OC | -11
36 | Cc1c(Cl)cccc1NCN1C(=O)c2ccccc2C1=O | 0
37 | CC1(C(=O)NCc2cccs2)CC1(Br)Br (stereo not drawn) | 11
38 | O=c1cc(-c2ccccc2)nc2cc(-c3cccc(Cl)c3)[nH]n12 | 1
39 | CCOC(=O)COc1cc(C)ccc1C(C)(C)C | 9
40 | Cc1cccc(CC2CC(=O)N(c3ccc4ccccc4n3)C2=O)c1 (stereo not drawn) | 3
41 | O=C1C(=O)c2ccccc2C(O)=C1[N+](=O)[O-] | 1
42 | CC(=O)Nc1ccc(C(=O)CSc2n[nH]c(-c3ccccc3)n2)cc1 | 16

# Gathered by group, the entries above with bromine
item | structure | ER stress surv
2 | Cc1ccc(S(=O)(=O)N(CC(=O)Nc2ccccc2F)c2cccc(Br)c2)cc1 | -1
5 | O=C1CC(c2ccc(Cl)cc2)CC2=C1C(c1cc3c(cc1Br)OCO3)Nc1ccccc1N2 (stereo not drawn) | 2
9 | CS(=O)(=O)c1ccc2nc(NC(=O)c3cccc(Br)c3)sc2c1 | 8
31 | Cc1cc(Br)ccc1S(=O)(=O)NCc1ccccc1 | -2
37 | CC1(C(=O)NCc2cccs2)CC1(Br)Br (stereo not drawn) | 11
